# Screens: PubChem BioAssay, National Center for Advancing Translational Sciences (NCATS)
# TSHR antag: blocks TSH signaling through the human TSH receptor | TSHR-expressing cells, TSH-stimulated cAMP HTRF, 2 h; active compounds read low | activity change, negative = inhibition, % at 11.5 µM | 330,000 tested, 0.2% active | AID 504810;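 active means activity change below a set negative limit, meaning inhibition stronger than a set level, cut at about -70% in these data; inconclusive means activity change between two set negative limits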; further: on the % scale 0 is the no-effect control and ±100 the full control effect
#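 Cell-based HTRF cAMP assay; TSHR cells + compound, TSH EC80 (4nM final), 2 h, 37 deg C. Lysis with anti-cAMP cryptate and cAMP-d2, 30 min RT, read 665/620 nm.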
# USP2a block: blocks human ubiquitin-specific protease USP2a | O75604 | USP2 core, Ub-CHOP2 coupled fluorogenic reporter, 485/531 | Potency, µM (top dose mostly 38.3 µM), for inactives: at the top dose activity change, negative = inhibition, most hits filed as inhibitors | 330,000 tested, 0.01% active;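 further: potency means the concentration at half of the fitted maximal effect; plate controls were DMSO wells for no effect and full inhibition by NEM control for full effect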
# Target sequence (O75604 whole entry, looked up): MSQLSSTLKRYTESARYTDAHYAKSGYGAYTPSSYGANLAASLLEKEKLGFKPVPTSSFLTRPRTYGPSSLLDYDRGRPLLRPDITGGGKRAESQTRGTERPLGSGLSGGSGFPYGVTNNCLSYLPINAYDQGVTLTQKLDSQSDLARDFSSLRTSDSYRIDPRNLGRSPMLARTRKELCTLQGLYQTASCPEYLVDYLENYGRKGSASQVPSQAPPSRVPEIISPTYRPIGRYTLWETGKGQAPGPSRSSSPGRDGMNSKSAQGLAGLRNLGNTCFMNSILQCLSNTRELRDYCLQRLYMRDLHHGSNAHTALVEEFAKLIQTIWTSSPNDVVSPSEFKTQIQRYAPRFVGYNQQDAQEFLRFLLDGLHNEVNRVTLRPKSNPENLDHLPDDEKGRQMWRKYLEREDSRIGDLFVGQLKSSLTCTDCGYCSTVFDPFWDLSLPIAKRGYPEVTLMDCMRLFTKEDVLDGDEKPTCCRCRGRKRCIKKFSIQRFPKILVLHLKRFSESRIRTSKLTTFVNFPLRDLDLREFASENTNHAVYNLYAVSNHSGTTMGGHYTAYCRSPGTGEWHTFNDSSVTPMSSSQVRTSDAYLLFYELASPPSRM
#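 Cell-free coupled assay: 10nM USP2 core preincubated 30min RT with compound in Tris-HCl pH 8.0/CaCl2/CHAPS buffer, then 25nM Ub-CHOP2 and 25nM reporter substrate; fluorescence (Ex 485/Em 531) read after 60min RT, normalized to NEM inhibition, concentration-response curves fitted.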
# B2AR arrestin: beta2AR (human) beta-arrestin recruitment activity; P07550; beta-arrestin recruitment to beta2AR, cell-based reporter; Potency, µM (series often up to 46.1 µM), without a hit: at the top dose activation, hits mostly activators; 330,000 tested, 0.02% active;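 further: potency means the concentration at half of the fitted maximal effect; 0% = DMSO controls and full agonism = EC100 isoproterenol or metaproterenol; nearly all actives have a fitted effect of over 65% in size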
# Mito fusion act: inhibitors of mitochondrial division or activators of mitochondrial fusion; S. cerevisiae fusion-defective mutant growth rescue, CellTiterGlo 48 h; 320,000 tested, 0.23% active; AID 485298; Potency, µM (top dose mostly 46.1 µM), for inactives: at the top dose growth rescue (activation), hits mostly activators;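 further: potency means the concentration at half of the fitted maximal effect; % of control where 0% means no effect; nearly all actives have a fitted effect of over 45% in size; temperature-sensitive fusion mutants such as fzo1-1 at 37 °C on non-fermentable ethanol glycerol medium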
#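 S. cerevisiae fusion-defective temperature-sensitive mutants (e.g. fzo1-1, mgm1-5) grown 48 h at 37C in YPEG (ethanol/glycerol non-fermentable) medium with 23 nl compound per well; growth rescue read as CellTiterGlo luminescence.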
# BCR signal inh: inhibitors of chronic active B-cell receptor signaling | ABC-DLBCL IkBa-CBG/CBR reporter, luminescence ratio, 4 h | Potency, µM (highest dose often 46.1 µM), without a hit: at the highest dose ratio change, negative = lower green/red ratio, actives largely listed as inhibitors | 340,000 tested, 0.05% active | AID 493014; active means well fitted inhibition curve with a large enough effect in the signal ratio, with a control signal flat, not every such curve was filed as active; inconclusive means small, poorly fitted or top-dose-only effect, or effect the other way, or a change in a side signal; the % refers to the signal ratio;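 further: potency means the concentration at half of the fitted maximal effect; plate controls were basal doxycycline-induced cells for no effect and cells given 10 µM MG132 for full effect; MG132 reads +100%, hits lower the ratio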
#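 Concentration-response series (up to 46 uM) were applied to TMD8 dual-reporter cells for 4 h at 37C with doxycycline. Green/red ratio, after filter-overlap correction, defined %Activity; red signal alone was normalised to basal cells and zero luminescence.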
# ELG1 DNA repair: ELG1-dependent DNA repair inhibition; HEK293T ELG1-luciferase reporter, luminescence, 16 h; DNA damage induced by 5-fluorouridine; Potency, µM (titrated, usually from 46.1 µM), without a hit: at the highest dose activity change, negative = inhibition, most hits filed as inhibitors; 330,000 tested, 2.3% active; further: potency means the concentration at half of the fitted maximal effect; on the % scale 0 is the no-effect control and ±100 the full control effect; nearly all actives have a fitted effect of over 55% in size
#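 Luminescence from the luciferase reporter, measured 30 min after ONE-Glo reagent at room temperature, was the read-out. Beforehand, 2,000 cells per well were exposed for 16 hr at 37 °C to 5-fluorouridine together with compound or vehicle.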
# uPA surface inh: blocks generation of uPA at the cell surface. AID 540303. 330,000 tested, 0.31% active. cell surface uPA generation assay, qHTS. Potency, µM (doses to about 38.3 µM), for inactives: at the highest dose activity change, negative = inhibition, most hits filed as inhibitors; active means well fitted inhibition curve with a large enough effect; inconclusive means small, poorly fitted or top-dose-only effect; inactive means no such curve, though single readings can be large or run the other way; tested in mouse RAW 264.7 cells; further: potency means the concentration at half of the fitted maximal effect; on the % scale 0 is the no-effect control and ±100 the full control effect; nearly all actives have a fitted effect of over 55% in size
# PTAP TSG101 blk: blocks PTAP/TSG101 interaction to inhibit HIV-1 budding; Q99816; Fluorescence polarization, FITC-PTAP peptide / Tsg101 binding; Potency, µM (top dose mostly 115 µM), for the others: at the highest dose activity change, negative = inhibition, usual class: inhibitors; 340,000 tested, under 10 active; AID 493005; active means well fitted inhibition curve with a large enough effect in the main read-out, with a control signal flat, not every such curve was filed as active; inconclusive means small, poorly fitted or top-dose-only effect, or effect the other way, or a change in a side signal; inactive means no such curve, though single readings can be large or run the other way; further: potency means the concentration at half of the fitted maximal effect; % of control where 0% means no effect
#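 Compounds were pin-transferred onto Tsg101 binding domain (10 uM final) in HEPES pH 7.5 buffer, then FITC-PTAP peptide was added at 50 nM final. After 20 min at RT, polarization reported peptide displacement across a qHTS concentration series.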
# Eya2 inh: inhibitors of human Eya2 phosphatase activity; O00167; recombinant Eya2, OMFP fluorescence dephosphorylation (OMFP is methylfluorescein phosphate); Potency, µM (highest dose often 76.9 µM), without a hit: top-dose activity, negative = inhibition, actives largely listed as inhibitors; 330,000 tested, 0.006% active; AID 488837; further: potency means the concentration at half of the fitted maximal effect; on the % scale 0 is the no-effect control and ±100 the full control effect
#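 Eya2 (0.2 uM) preincubated 10 min at ambient with compound, then OMFP substrate added at 50 uM; 10 min reaction in 50 mM HEPES pH 7.5, 50 mM NaCl, 5 uM MgCl2, 0.05% BSA, 1 mM DTT. Fluorescence read at Ex 485/Em 525 nm.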
# TCR act: activators of T cell receptors; primary human leukocytes, anti-CD3, IL-2 HTRF, 48 h; Potency, µM (series often up to 9.22 µM), without a hit: at the top dose activation of IL-2 secretion, actives largely listed as activators; 330,000 tested, under 10 active; AID 504894; further: % of control where 0% means no effect
#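 HTRF read-out of IL-2 secretion: europium cryptate donor excited at 320nm, d2 acceptor emission at 665nm. Cells were primary human leukocytes incubated 48 hr with compounds and a-CD3 beads, supplying TCR signal only.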
# Tb PFK inh: blocks T. brucei phosphofructokinase. Potency, µM (top dose mostly 57.5 µM), without a hit: at the highest dose activity, negative = inhibition, hits mostly inhibitors. 330,000 tested, 0.17% active. AID 485367. T. brucei PFK, ADP-Glo luminescence. O15648;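 further: potency means the concentration at half of the fitted maximal effect; 0% = uninhibited 1x PFK enzyme wells and -100% = no-enzyme wells; nearly all actives have a fitted effect of over 60% in size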
# Target sequence (O15648 whole entry, looked up): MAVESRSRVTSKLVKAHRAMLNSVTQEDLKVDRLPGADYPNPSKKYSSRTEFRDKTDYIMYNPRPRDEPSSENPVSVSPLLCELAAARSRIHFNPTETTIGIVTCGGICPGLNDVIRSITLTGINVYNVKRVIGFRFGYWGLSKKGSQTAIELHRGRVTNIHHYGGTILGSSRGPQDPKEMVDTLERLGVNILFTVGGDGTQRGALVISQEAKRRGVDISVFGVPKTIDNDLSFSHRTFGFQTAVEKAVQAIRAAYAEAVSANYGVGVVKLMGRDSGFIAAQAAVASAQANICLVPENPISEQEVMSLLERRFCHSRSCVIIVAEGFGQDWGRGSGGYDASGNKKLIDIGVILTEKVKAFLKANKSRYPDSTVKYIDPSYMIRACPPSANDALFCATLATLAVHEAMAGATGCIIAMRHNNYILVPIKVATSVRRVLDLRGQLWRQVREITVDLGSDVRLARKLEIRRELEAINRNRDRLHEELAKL
#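 PFK 1.25 nM, F6P 0.5 mM, ATP 0.1 mM, 0.1 M TEA pH 8.0, 5 mM MgCl2, 0.01% Tween20, 0.1% BSA; 45 min RT. ADP-Glo readout. qHTS titration up to 57 uM; curves fitted, compounds curve-classed.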
# Active calls of the source: *; ? = inconclusive; / = no result given; [ ] = dose if it differs, or a comment. Unless noted, the call rests on the fitted dose curve; in most records, active means well fitted curve in the direction sought with a large enough effect; inconclusive means small, poorly fitted or top-dose-only effect, or another doubt; inactive means no such curve, though single readings can be large; an effect the other way counts as inactive or inconclusive.
Structure	TSHR antag	USP2a block	B2AR arrestin	Mito fusion act	BCR signal inh	ELG1 DNA repair	uPA surface inh	PTAP TSG101 blk	Eya2 inh	TCR act	Tb PFK inh
CCCCNC(=O)CS(=O)Cc1nc(-c2cccc(C)c2)oc1C (stereo unspecified)	13	2%	0.2%	0%	-3%	-5%	-5%	-5%	-5%	-3%	-3%
CC(C)[C@H](NC(=O)N1c2ccccc2NC(=O)[C@@H]1C(C)C)C(=O)N1CCC(C(=O)O)CC1	23	2%	-0.6%	3%	?	?	1%	-2%	11%	3%	-2%
CC(CC(=O)Nc1cc(C(F)(F)F)ccc1Cl)c1ccccc1 (stereo unspecified)	13	-2%	-0.2%	4%	?	-11%	6%	-9%	-10%	-8%	6%
Cc1nnc(NC(=O)c2nc(S(=O)(=O)Cc3ccccc3C)ncc2Cl)s1	-28	-1%	-0.8%	-30%	?	21µM*	?	-1%	4%	10%	-5%
COCC1CCN(C(=O)CCc2nnc(CCCCc3ccccc3)o2)CC1	3	-1%	-0.9%	3%	5%	0%	-1%	0%	3%	7%	13%
O=c1[nH]c2ccccc2nc1/C=C(\O)C1CC1	5	3%	-0.5%	3%	14%	14%	-11%	-2%	-3%	-6%[46.1 µM]	7%
Cc1ccccc1NC(=O)CN1C(=O)CSc2ccc(S(=O)(=O)N3CCCC3)cc21	4	0%	-0.3%	-7%	11%	11%	-3%	-10%	-12%	-1%	0%
COc1ccc(/C=N/Nc2nc(N)cc(Cl)n2)cc1OC	-3	2%	-0.4%	-1%	2%	14%	-3%	-2%	4%	3%	0%
CCOc1ccc(CCNC(=O)c2nnc(CS(=O)(=O)c3ccccc3)o2)cc1OCC	0	2%	0.7%	5%	11%	-17%	-1%	-3%	-9%	2%	1%
COc1ccc(NC(=O)C2CCCN(c3cc(C)nc4ncnn34)C2)cc1 (stereo unspecified)	-12	1%	-0.3%	-1%	7%	10%	-4%	-2%	-7%	-30%	-5%
Clc1ccccc1CSc1nnc(Cn2cnc3ccccc32)n1-c1ccccc1	-3	1%	-0.1%	-3%	-9%	-7%	0%	-5%	5%	4%	-1%
COc1cc2c(cc1NC(=O)C(C)OC(=O)c1ccc(S(=O)(=O)Nc3ccccc3Cl)cc1)oc1ccccc12 (stereo unspecified)	-8	0%	-0.4%	-3%	?	0%	2%	2%	8%	0%	-1%
COc1ccccc1N1CCN(C(=O)C2Cc3ccccc3CN2C(=O)c2ccco2)CC1 (stereo unspecified)	1	0%	0.0%	4%	?	9%	9%	-4%	-13%	-8%	0%
Cc1noc(/C=C/c2ccccc2F)c1S(=O)(=O)N1CCC(C(=O)N2CCN(C)CC2)CC1	-2	-3%	-0.1%	-18%	-2%	-11%	-14%	-2%	5%	2%	2%
CCC(C(=O)N1CC2(C)CC1CC(C)(C)C2)N1C(=O)c2ccccc2C1=O (stereo unspecified)	-4	-6%	0.1%	13%	-1%	-11%	6%	-5%	-3%[15.4 µM]	-1%	2%
Nc1c(C(=O)N2CCOCC2)sc2nc3c(cc12)CCC3	-9	1%	-0.3%	1%	-18%	?	3%	-9%	-6%	-5%	2%
O=c1c2ccccc2nnn1Cc1ccc(F)cc1	3	4%	-0.5%	7%	-12%	4%	1%	-1%	8%	3%	2%
CC1(C2CC2)NC(=O)N(CC(=O)N2CCN(c3ccccc3)CC2)C1=O (stereo unspecified)	-3	1%	-0.1%	-1%	?	6%	-12%	-7%	-8%	1%	0%
O=C(c1cccc([N+](=O)[O-])c1)N1CCc2ccccc21	1	0%	-1.2%	7%	3%	1%	28%	2%	1%	/	1%
CCc1ccc(-n2cccc2/C=C2/C(=N)N3C(=NC2=O)SN=C3S(C)(=O)=O)cc1	?	0%	0.0%	-4%	19%	-11%	-13%	-10%	19%	-4%	0%
O=[N+]([O-])CC(=Nc1ccc(F)cc1)N/N=C\c1oc(O)c2ccccc12	25	9%	-0.9%	0%	?	30%	/	/	-3%	/	0%
CCCC(=O)N1CCN(c2nc3ccc(Cl)cc3s2)CC1	-13	1%	0.1%	3%	?	?	?	-4%	-6%	0%	2%
COc1ccc(-c2c(C)nn3c(Cl)c(C)c(C)nc23)cc1	-8	0%	0.0%	7%	?	?	-3%	1%	4%	0%	0%
CCN(CC)C(=O)c1sc(NC(=O)C(C)C)c(C#N)c1C	-1	1%	-0.3%	3%	?	11%	-1%	-5%	-13%	-3%	-1%
Cc1ccnc(SCCn2c(N3CCC(C)CC3)nc3c2c(=O)[nH]c(=O)n3C)n1	0	4%	-3.4%	3%	14%	0%	-12%	-6%	8%	-5%	-4%
CCOC(=O)N1CCC(N2CCCC(C(=O)c3cccc(OC)c3)C2)CC1 (stereo unspecified)	7	-1%	0.1%	11%	2%	4%	1%	-3%	3%	3%	1%
O=C(OCCOCCN=C1NS(=O)(=O)c2ccccc21)c1ccncc1	2	3%	0.4%	-3%	6%	0%	-1%	-2%	0%	-3%	-1%
Cc1cccc(NC(=O)CSc2nnc([C@@H]3CCCN3C(=O)OC(C)(C)C)o2)c1C	4	-1%	0.3%	-3%	0%	-1%	-3%	-4%	-24%	1%	4%
OC1CCC(NC(=S)Nc2ccc(SC(F)F)cc2)CC1 (stereo unspecified)	1	3%	-0.1%	5%	0%	?	-5%	-1%	9%	1%	-4%
Cc1csc(C(=O)O)c1NC(=O)c1cccc([N+](=O)[O-])c1	25	3%	-0.5%	-1%	13%	2%	-7%	-3%	4%	0%	-6%
CN(CC(=O)Nc1cccc(F)c1)CC(=O)Nc1cccc(S(=O)(=O)N2CCCCCC2)c1	-9	-1%	0.4%	3%	0%	?	-12%	-4%	-3%	1%	1%
N#Cc1ccc(/C=C(\C(=O)C(=O)O)c2ccc3ccccc3n2)cc1	-3	14%	-0.1%	5%	?	?	-11%	-1%	9%	-2%	2%
NS(=O)(=O)c1ccc(CNS(=O)(=O)c2cc(C(=O)O)ccc2Cl)cc1	-5	3%	-0.4%	4%	1%	6%	10%	0%	10%	-1%	-1%
CN(C)C(=O)C1(c2ccccc2)CCN(S(=O)(=O)c2ccccc2)CC1	-2	3%	-0.1%	9%	-3%	?	-4%	-2%	6%	4%	-12%
CCC(c1ccccc1)c1nc(-c2ccccn2)no1 (stereo unspecified)	-4	0%	0.2%	5%	1%	?	9%	-1%	15%	0%	-7%
COc1ccc(Cl)cc1NCC(=O)Nc1ccc(OC)c(S(=O)(=O)N2CCCCC2)c1	-16	4%	-0.2%	-5%	1%	?	-2%	-1%	3%	6%	-1%
Cc1cc(NC(=O)CS(=O)(=O)c2cn(Cc3cccc(F)c3)c3ccccc23)no1	-1	1%	0.2%	3%	?	21µM*	-3%	-2%	-10%	0%	0%
CN(C)CC#Cc1cncc(C(=O)NNC(=O)Nc2ccc(Cl)cc2)c1	2	-1%	-0.6%	-3%	?	0%	6%	-2%	5%	-6%	-9%
Cc1cc(C(=O)CSc2nnc(-c3ccccc3)n2C)c(C)n1C	43	-1%	0.0%	12%	?	-16%	/	-13%	-18%	7%	-14%
COc1ccc(CCNC(=O)c2c(C)nn(-c3ccccc3)c2Cl)cc1OC	-3	1%	-0.1%	-6%	18%	-6%	4%	-5%	-4%	10%	-1%
COCCCN1C(=O)C(=O)/C(=C(/O)c2ccc(S(=O)(=O)N3CCCCC3)cc2)C1c1ccc(O)c(OC)c1 (stereo unspecified)	0	4%	-1.3%	5%	-1%	-7%	2%	-3%	4%	1%	-2%
CCCN(CCC)C(=O)c1cc([N+](=O)[O-])cc2c1-c1ccc([N+](=O)[O-])cc1C2=C(C#N)C#N	11	1%	0.1%	-4%	2%	-23%	?	1%	-10%	7%	0%
CCOC(=O)c1[nH]c2c(c1C)C(=O)CC(c1ccc(N(C)C)cc1)C2 (stereo unspecified)	-15	1%	0.4%	9%	-2%	-8%	?	0%	6%	0%	4%
